# Assay outcomes: PubChem, National Center for Advancing Translational Sciences (NCATS)
# ALOX12 inh: Primary qHTS assay for inhibitors of human arachidonate 12S-lipoxygenase (ALOX12): Round 2. AID 1671190, 2021. hit rate 1.1% among 580,000. purified 12hLO, xylenol orange hydroperoxide absorbance. Polyunsaturated fatty acid lipoxygenase ALOX12 (Homo sapiens), P18054. Potency, µM (titrated, usually from 108 µM), inactives show at the highest dose activity change, negative = inhibition, usual class: inhibitors; further: potency means the concentration at half of the fitted maximal effect; on the % scale 0 is the no-effect control and ±100 the full control effect
#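 Purified human 12hLO (150 nM final) in 25 mM Hepes, 0.01% Triton X-100, pH 7.0 was preincubated 15 min at room temperature with compound. Then 40 uM arachidonic acid was added, 30 min. Hydroperoxide was read by Fe-XO absorbance ratio 573/405 nm.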
# JMJD2A Tudor: qHTS Assay for Inhibitors of JMJD2A-Tudor Domain | Lysine-specific demethylase 4A (Homo sapiens), O75164 | AlphaScreen JMJD2A-Tudor / H3K4me3 peptide binding | Potency, µM (titrated, usually from 114 µM), for the others: top-dose activity change, negative = inhibition, usual class: inhibitors | hit rate 4.4% among 390,000 | AID 504339, 2011; further: potency means the concentration at half of the fitted maximal effect; on the % scale 0 is the no-effect control and ±100 the full control effect; nearly all actives have a fitted effect of over 50% in size
# GLS inhibitor: qHTS for Inhibitors of Glutaminase (GLS); GLS enzymatic activity, qHTS titration; Potency, µM (highest dose often 45.5 µM), for the others: at the top dose activity change, negative = inhibition, usual class: inhibitors; hit rate 0.21% among 410,000; AID 624170, 2012; further: potency means the concentration at half of the fitted maximal effect; on the % scale 0 is the no-effect control and ±100 the full control effect
#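 hKGA in 45 mM KH2PO4 pH 8.2, 0.02% Tween-20 with pin-transferred compounds; 1 mM L-glutamine (stock) plus glutamate oxidase/HRP/Amplex Red coupling added. Fluorescence read initially and after 30 min at RT.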
# PI4K2A block: qHTS for small molecular inhibitors of PI4K2A; Phosphatidylinositol 4-kinase type 2-alpha (Homo sapiens), Q9BTU6; purified PI4K2A, ADP-Glo luminescence, 1 h; hits give low values; activity change, negative = inhibition, % at 76.9 µM; hit rate 0.13% among 420,000; AID 1346378, 2018; in the data active means activity change below about -50%; inconclusive means mostly about -30% to -49%;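 further: -100% = wells without enzyme as full effect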
# Target sequence (Q9BTU6 whole entry, looked up): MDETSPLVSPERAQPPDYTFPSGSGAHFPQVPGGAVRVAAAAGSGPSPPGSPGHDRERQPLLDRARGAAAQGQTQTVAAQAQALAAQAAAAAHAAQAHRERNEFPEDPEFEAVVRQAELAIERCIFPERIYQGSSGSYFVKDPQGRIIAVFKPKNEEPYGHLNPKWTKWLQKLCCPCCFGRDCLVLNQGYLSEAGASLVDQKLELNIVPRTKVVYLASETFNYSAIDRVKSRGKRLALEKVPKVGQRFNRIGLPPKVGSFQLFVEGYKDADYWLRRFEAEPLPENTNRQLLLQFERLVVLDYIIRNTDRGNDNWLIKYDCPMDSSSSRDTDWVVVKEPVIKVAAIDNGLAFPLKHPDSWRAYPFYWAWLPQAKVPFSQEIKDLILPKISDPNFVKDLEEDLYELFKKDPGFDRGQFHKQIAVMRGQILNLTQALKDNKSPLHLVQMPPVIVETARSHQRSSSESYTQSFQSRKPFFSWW
#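 PI4K2A activity was measured by ADP-Glo luminescence: enzyme (4 ug/mL stock) and phosphatidylinositol (1.2 mM stock) in Tris pH 7.5/MgCl2/EGTA/Triton X-100 buffer were reacted with ATP (300 microM stock) for one hour at ambient temperature.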
# HP1b binding inh: HTS for Inhibitors of HP1-beta Chromodomain Interactions with Methylated Histone Tails; AlphaScreen HP1-beta / biotin-H3K9me3 peptide binding; Potency, µM (top dose mostly 114 µM), for the others: at the highest dose activity change, negative = inhibition, hits mostly inhibitors; hit rate 0.56% among 390,000; AID 540317, 2011; further: potency means the concentration at half of the fitted maximal effect; nearly all actives have a fitted effect of over 70% in size; inactives centre near 23
#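 Compound inhibition of the preformed complex between 50 nM HP1-beta and 50 nM biotinylated H3K9me3 peptide was read by AlphaScreen. Buffer was PBS pH 7.4 with 0.01% Tween-20. Incubations ran 30 min at room temperature, with 10 ug/mL donor/acceptor beads.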
# ERG Ets-DNA blk: qHTS for Small Molecule Inhibitors of the ERG Ets/DNA interaction; AID 624246, 2012; hit rate 0.028% among 370,000; Potency, µM (titrated, usually from 76.9 µM), for the others: at the highest dose FP activity, negative = inhibition, most hits filed as inhibitors; Transcriptional regulator ERG (Homo sapiens), P11308; fluorescence polarization, His-ERG Ets domain / labelled DNA; active means well fitted inhibition curve with a large enough effect in the polarisation, with a control signal flat; inconclusive means small, poorly fitted or top-dose-only effect, or effect the other way, or a change in a side signal; inactive means no such curve, though single readings can be large or run the other way; the % refers to the polarisation;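 further: polarization taken with two DNA probes labelled with fluorescein and Texas red; potency means the concentration at half of the fitted maximal effect; % of control where 0% means no effect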
# Target sequence (P11308 whole entry, looked up, the tested form may be a part): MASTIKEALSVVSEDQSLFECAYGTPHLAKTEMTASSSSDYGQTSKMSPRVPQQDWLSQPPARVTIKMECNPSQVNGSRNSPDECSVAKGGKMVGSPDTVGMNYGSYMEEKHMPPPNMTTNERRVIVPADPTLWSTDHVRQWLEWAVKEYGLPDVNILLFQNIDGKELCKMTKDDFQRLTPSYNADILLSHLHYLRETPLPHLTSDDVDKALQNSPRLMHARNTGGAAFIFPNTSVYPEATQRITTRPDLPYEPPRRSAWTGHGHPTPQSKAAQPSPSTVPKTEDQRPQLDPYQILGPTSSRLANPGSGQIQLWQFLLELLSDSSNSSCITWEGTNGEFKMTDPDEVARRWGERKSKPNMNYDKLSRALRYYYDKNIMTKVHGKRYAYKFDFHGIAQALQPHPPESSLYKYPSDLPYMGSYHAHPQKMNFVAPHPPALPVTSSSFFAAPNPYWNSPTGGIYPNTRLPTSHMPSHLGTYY
#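 His-tagged ERG Ets domain (1 uM in the protein solution; 300mM KCl, 50mM Tris-HCl, 1mM EDTA, 1mM DTT, pH 7.5) received compound, then a probe mix of 5 nM fluorescein-DNA and 100nM Texas-615-DNA. Fluorescence polarization was read for both dyes.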
# BAZ2B inh: qHTS Assay for Inhibitors of BAZ2B; Bromodomain adjacent to zinc finger domain protein 2B (Homo sapiens), Q9UIF8; AlphaScreen BAZ2B-H3K14Ac peptide displacement; Potency, µM (top dose mostly 114 µM), for the others: at the highest dose activity change, negative = inhibition, most hits filed as inhibitors; hit rate 4.4% among 360,000; further: potency means the concentration at half of the fitted maximal effect; on the % scale 0 is the no-effect control and ±100 the full control effect; nearly all actives have a fitted effect of over 60% in size
#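 Inhibition is scored as reduced AlphaScreen emission. The BAZ2B/b-H3(5-23)K14Ac complex (50 nM each) in PBS pH 7.4, 0.01% Tween-20 meets compound (up to 110 uM) for 30 min at RT before bead addition.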
# G9a inh: qHTS Assay for Inhibitors of Histone Lysine Methyltransferase G9a. Histone-lysine N-methyltransferase EHMT2 (Homo sapiens), Q96KQ7. G9a H3K9 monomethylation, AlphaScreen, 2 h. Potency, µM (doses to about 102 µM), for the others: at the top dose activity, negative = inhibition, most hits filed as inhibitors. hit rate 8.8% among 350,000. AID 504332, 2011; further: potency means the concentration at half of the fitted maximal effect; on the % scale 0 is the no-effect control and ±100 the full control effect; nearly all actives have a fitted effect of over 75% in size
#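 Step 1: enzyme (final 20 nM) with compound, 15 min RT. Step 2: substrate peptide 500 nM and SAM 20 uM, 2 h RT. Step 3: anti-H3K9me1 antibody and AlphaScreen beads, 10 min, then plate read.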
# RGS4 inhibitor: Inhibitors of Regulator of G Protein Signaling (RGS) 4: qHTS | Potency, µM (top dose mostly 114 µM), inactives show at the top dose activity change, negative = inhibition, usual class: inhibitors | hit rate 0.039% among 390,000 | Transcreener GDP fluorescence polarization, RGS4-accelerated GTP hydrolysis; further: potency means the concentration at half of the fitted maximal effect; on the % scale 0 is the no-effect control and ±100 the full control effect; nearly all actives have a fitted effect of over 75% in size; some results filed as inactive show a strong effect at the top dose
#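 MLSMR compounds (23 nl, pin-transferred) preincubated 10 min at room temperature with a 500nM (2x) first reagent, then RGS4 at 900nM (2x) plus Transcreener GDP mix added; fluorescence polarization (620/688 nm) read before and after 90 min at 30 °C.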
# An asterisk follows results filed as active; ? = inconclusive; · = not tested or not shown; & = joins results of further samples; [ ] = another dose, or the depositor's remark. Unless noted, the call rests on the fitted dose curve; in most records, active means well fitted curve in the direction sought with a large enough effect; inconclusive means small, poorly fitted or top-dose-only effect, or another doubt; inactive means no such curve, though single readings can be large; an effect the other way counts as inactive or inconclusive. Only part of the results is shown; the hit share may differ from the screen's.
SMILES,ALOX12 inh,JMJD2A Tudor,GLS inhibitor,PI4K2A block,HP1b binding inh,ERG Ets-DNA blk,BAZ2B inh,G9a inh,RGS4 inhibitor
Brc1cnc2nc[nH]c2c1,?,-9.3%,0.4%,1.7,47.0%[activator],5.8%,-1.1%,0.4%,0.5%
CCCCN(CC)CCNC(=O)c1cc2c(=O)[nH]c3ccccc3c2n1C,5.4%&-13.2%,-0.7%&-10.3%,-1.6%&-0.1%,5.4&0.3,31.4%&16.6%,7.5%&-0.5%,5.1%,?,-2.3%&-1.2%
O=C(NCC(c1ccco1)N1CCc2ccccc21)c1cccc([N+](=O)[O-])c1 (configuration not stated),?,56.2µM*,2.4%,1.2,-11.3%,-10.9%,50.1µM*,4.4%[2.33 µM],3.9%
CCOC(=O)[C@@H]1[C@H]2COc3ccc(Br)cc3[C@@H]2N2C(=O)N(c3cccc(Cl)c3)C(=O)[C@]12C,-0.2%,-14.6%,10.3%,-2.8,19.8%,3.6%,·,·,17.5%
Cc1ccccc1C1CC(=O)c2ccccc2C1C (configuration not stated),-1.7%,98.6%[activator],-7.5%,5.1,50.7%[activator][57 µM],-2.9%,·,·,13.7%
C/C(N)=C(/C#N)C(=O)COC(=O)c1ccc(O)cc1,-6.8%,-5.0%,-15.7%,-3.4,20.8%,-0.1%,-6.4%,-0.5%,-10.3%
COc1ccc(-c2ccn(-c3cccc(F)n3)n2)cc1,?,?,?,-7.7,8.9%,-3.0%,-15.6%,14.1µM*,-4.6%
O=C(Cn1c2c(c(-c3ccccc3Cl)cc1=O)CCC2)NCCCN1CCOCC1,0.0%,-8.5%,-11.6%,-0.7,16.9%,2.8%,-3.9%,-40.5%,9.6%
NC(=O)c1cnn(-c2cccc(Cl)c2)c1N,5.1%,-4.3%,8.2%,1.7,25.0%[57 µM],5.5%,-1.2%,17.5%[59 µM],5.9%
CC1c2c([nH]c3ccccc23)CCC1C(=O)O (configuration not stated),-29.2%,-0.7%[57.1 µM],9.4%,-0.2,35.6%,1.7%,-2.8%,-13.2%[59 µM],-2.3%
COc1cccc(NC(=O)COC(=O)CCOc2ccccc2OC)c1,-7.8%,-13.7%,-3.7%,1.7,25.7%,16.1%,-15.4%,6.4%,-20.8%
OCCNCCSc1ccc(Cl)cc1,?,22.4µM*,-5.7%,-2.2,-27.1%,-5.3%,56.2µM*,50.1µM*,13.0%
CCCN(CCC)Cc1c(C(=O)N/N=C/c2cccs2)nnn1-c1nonc1N,-33.8%,-30.0%,-0.3%,-7.1,24.6%,?,-37.1%,-7.4%,1.8%
O=C(CN(C(=O)c1ccccc1Cl)N1C(=O)CCCC1=O)c1ccc(Cl)cc1,-11.6%,-1.0%,-2.4%,-2.8,56.5%[activator],-10.1%,-27.8%,-24.2%,-4.8%
COc1ccc(-c2nnc(SCC(=O)NC(=O)NCc3ccco3)o2)cc1,?,9.5%,3.4%,-1.9,19.3%,3.2%,-6.8%,?,-30.0%
COC(=O)c1ccc(C2/C(=C(/O)c3ccc(OC)cc3)C(=O)C(=O)N2CC2CCCO2)cc1 (configuration not stated),-24.2%,-10.1%,-1.6%,8.6,1.5%,-6.4%,5.3%,-31.3%[12.7 µM],-14.0%
COCCn1c(SCC(=O)Nc2sc(C)c(C)c2C#N)nnc1-c1ccc(OC)cc1,0.0%,-25.2%,4.9%,-1.6,12.6%,-7.3%,9.1%,19.0%[59 µM],6.1%
CSc1ccccc1NC(=O)CSc1n[nH]c(N)n1,16.2%,10.0%,-7.7%,2.6,35.3%,-0.7%,-0.1%,16.4%,-10.0%
Clc1ccc(Cn2nc(-c3ccccc3)nc2-c2ccccc2)cc1,-29.4%,-9.2%[57.1 µM],0.1%,-2.8,?,-1.2%,35.7%,5.9%[59 µM],?
COCc1nc2ccccc2n1Cc1ccccc1C,8.4%,-8.5%,?,4.9,25.9%,2.1%,-12.7%,26.3%,-0.8%
Cc1nc2ccc(S(=O)(=O)NCC(=O)N3CCc4ccccc4C3)cc2s1,214.2%[activator],-16.1%,8.7%,6.0,17.5%,9.3%,-6.2%,19.1%[12.7 µM],16.6%
CN(C(=O)c1cc2sccc2n1C)C1CCCCC1,-25.7%,-27.0%,-6.1%,-3.0,-1.0%,-25.2%,-11.6%,-40.9%[12.7 µM],-21.0%
CN(CC(=O)Nc1nccs1)S(=O)(=O)c1ccc(F)cc1,-15.5%,-3.5%,0.0%,-0.6,32.3%,·,-4.2%,-7.2%[59 µM],9.2%
CCC(C(=O)NCCc1cc(OC)ccc1OC)n1nc(C)c2sc3ccccc3c2c1=O (configuration not stated),-14.2%,-20.5%,6.7%,1.6,27.2%,10.8%,-8.7%,4.8%[59 µM],2.3%
Nc1nc(C(=O)N2CCOCC2)nn1S(=O)(=O)c1ccc(Cl)cc1,?,14.1µM*,76.8%[activator],2.3,18.2%,-8.0%,-7.2%,?,?
Cc1nnc(SCc2ccc(C(=O)c3ccc(Cl)cc3)o2)n1-c1ccccc1,-17.8%[57.4 µM],-27.2%,-0.8%,-1.2,8.2%,·,-4.7%,?,-7.6%
Cc1cc(OCCN2CC(C)OC(C)C2)ccc1[N+](=O)[O-] (configuration not stated),?,2.82µM*,-6.0%,9.8,?,-5.0%,?,12.6µM*,-24.0%
CCOc1cc(CNCCO)c(Cl)cc1OCC(=O)NCCc1ccccc1,9.8%,-14.3%,0.5%,8.9,2.6%,2.2%,2.0%,·,2.4%
CCOC(=O)C(=O)N/N=C/c1ccc(F)cc1,235.3%[activator],-1.4%,5.2%,1.1,29.4%,-2.2%,-28.6%,7.4%,-5.9%
COc1cc(/C=C/C(=O)Nc2ccc3[nH]c(=O)[nH]c3c2)cc(OC)c1OC,-9.0%,-27.0%,4.8%,-0.1,3.1%,-3.4%,-19.4%,·,-22.7%
CC(C)(C)NC(=O)c1nc2ccccc2s1,0.0%,6.7%,-10.5%,-1.5,35.4%,-1.2%,43.4%[activator],-25.9%[59 µM],13.9%
Cc1cc[n+](C2=C([O-])c3ccccc3C(=O)/C2=N\S(=O)(=O)c2cccs2)cc1C,1.0%,-7.6%,7.5%,-8.2,19.5%,7.7%,-3.6%,-10.1%[59 µM],13.8%
O=C(O)COc1ccccc1/C=N/NC(=O)CSc1nc2ccccc2c(=O)n1-c1ccc(Cl)cc1,-59.2%,?,-3.0%,5.3,15.1%,-3.0%,56.2µM*,?,0.0%
O=C(NCC(c1cccs1)N1CCOCC1)c1cc(-c2ccccn2)nc2ccccc12 (configuration not stated),0.0%,-11.0%[11.4 µM],-13.6%,2.0,44.2%[activator],2.5%,-30.1%,?,36.2%[11.4 µM]
Fc1cccc(COc2ccccc2C(=S)N2CCCC2)c1,-6.5%,-4.9%,-15.9%,-1.0,34.8%,3.3%,-18.2%,1.5%,9.2%
CC(=O)c1c(N2CCN(C)CC2)[nH]c(-c2ccccc2)nc1=S,?,79.4µM*,1.0%,-6.1,-3.6%,5.8%,?,13.9%[0.0925 µM],-29.8%
COC(=O)c1ccc(NC(=O)Cn2nc(C)cc2C)cc1,3.9%,-11.6%,-1.7%,1.0,20.8%,-1.7%,1.4%,3.8%,1.0%
CCSc1nnc(NC(=O)CSc2nc3c(c(=O)n2CC)SC(C)C3)s1 (configuration not stated),0.0%,-12.2%,7.3%,-1.4,34.8%,2.5%,0.3%,·,13.9%
O=C(/C=C/c1ccccc1)Nc1cccc(C(=O)NCCc2ccccc2)c1,-16.9%,-22.5%,1.2%,0.9,26.6%,20.6%,·,·,5.1%

# 3 compounds from above with just G9a inh.
mol	G9a inh
CN(C(=O)c1cc2sccc2n1C)C1CCCCC1	-40.9%[12.7 µM]
CN(CC(=O)Nc1nccs1)S(=O)(=O)c1ccc(F)cc1	-7.2%[59 µM]
CCC(C(=O)NCCc1cc(OC)ccc1OC)n1nc(C)c2sc3ccccc3c2c1=O (configuration not stated)	4.8%[59 µM]

# Arranged by molar mass (rising): some entries from above.
SMILES,ALOX12 inh,JMJD2A Tudor,GLS inhibitor,PI4K2A block,HP1b binding inh,ERG Ets-DNA blk,BAZ2B inh,G9a inh,RGS4 inhibitor
Fc1cccc(COc2ccccc2C(=S)N2CCCC2)c1,-6.5%,-4.9%,-15.9%,-1.0,34.8%,3.3%,-18.2%,1.5%,9.2%
CN(CC(=O)Nc1nccs1)S(=O)(=O)c1ccc(F)cc1,-15.5%,-3.5%,0.0%,-0.6,32.3%,·,-4.2%,-7.2%[59 µM],9.2%
O=C(O)COc1ccccc1/C=N/NC(=O)CSc1nc2ccccc2c(=O)n1-c1ccc(Cl)cc1,-59.2%,?,-3.0%,5.3,15.1%,-3.0%,56.2µM*,?,0.0%
